DT40 TDP1 no CPT: qHTS for Inhibitors of human tyrosyl-DNA phosphodiesterase 1 (TDP1): qHTS in cells in absence of CPT. Potency, µM (series often up to 46.2 µM), for the others: at the top dose activity change, negative = growth inhibition, hits mostly inhibitors. 420,000 compounds, 15% hits. DT40 Tdp1-/- hTDP1 cells, no CPT, ATP luminescence, 48 h. AID 686978, 2013; note: nearly all actives have a fitted effect of over 55% in size
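Readout: luminescence from CellTiter-Glo after 30 min in the dark at RT. Cells: DT40 Tdp1-/- with stable hTDP1, 400/well. Exposure: compounds alone, ≥48 hr, 37 °C.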
TDP1 cell CPT: growth inhibition of DT40 Tdp1-/-;hTDP1 cells with camptothecin (screen for TDP1 inhibitors). Potency, µM (titrated, usually from 46.2 µM), inactives show at the highest dose activity change, negative = growth inhibition, hits mostly inhibitors. 420,000 compounds, 12% hits. chicken DT40 Tdp1-/-;hTDP1 cells + 20 nM CPT, ATP luminescence, 48 h; note: nearly all actives have a fitted effect of over 55% in size
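Cell growth measured by CellTiter-Glo luminescence after a minimum 48 h, 37 C compound exposure with 20 nM CPT in Tdp1-knockout DT40 cells stably expressing hTDP1, seeded 400/well; qHTS titration format.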
KAT2A inh: GCN5L2 (KAT2A) acetyltransferase inhibition. Q92830. Potency, µM (top dose mostly 58.9 µM), for inactives: top-dose activity change, negative = inhibition, actives largely listed as inhibitors. 390,000 compounds, 0.21% hits. AID 504327. GCN5L2 HAT assay, ThioGlo1 CoA-SH fluorescence
Target sequence (Q92830 whole entry, looked up): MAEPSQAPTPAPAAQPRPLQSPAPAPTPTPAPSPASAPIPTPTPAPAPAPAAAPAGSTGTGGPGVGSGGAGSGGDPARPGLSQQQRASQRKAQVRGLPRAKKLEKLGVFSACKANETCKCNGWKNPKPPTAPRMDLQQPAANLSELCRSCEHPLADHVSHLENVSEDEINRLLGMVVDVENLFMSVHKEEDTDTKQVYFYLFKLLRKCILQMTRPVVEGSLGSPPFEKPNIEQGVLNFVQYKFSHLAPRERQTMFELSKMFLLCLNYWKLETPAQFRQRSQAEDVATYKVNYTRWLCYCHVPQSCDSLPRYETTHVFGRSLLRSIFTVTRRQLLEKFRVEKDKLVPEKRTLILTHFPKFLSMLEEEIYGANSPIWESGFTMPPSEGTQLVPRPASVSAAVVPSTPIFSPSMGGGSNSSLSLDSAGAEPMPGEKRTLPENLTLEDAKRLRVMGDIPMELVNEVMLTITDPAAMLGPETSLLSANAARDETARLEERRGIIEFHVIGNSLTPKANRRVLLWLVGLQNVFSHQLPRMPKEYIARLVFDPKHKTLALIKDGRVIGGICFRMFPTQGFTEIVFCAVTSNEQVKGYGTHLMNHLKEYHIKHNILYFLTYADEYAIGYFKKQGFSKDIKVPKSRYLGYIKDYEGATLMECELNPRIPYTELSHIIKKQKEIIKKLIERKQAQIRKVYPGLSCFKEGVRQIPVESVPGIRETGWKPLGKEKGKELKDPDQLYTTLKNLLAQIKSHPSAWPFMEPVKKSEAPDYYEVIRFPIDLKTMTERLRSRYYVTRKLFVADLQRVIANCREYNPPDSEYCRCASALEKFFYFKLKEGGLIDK
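qHTS, 1536-well. 20nM enzyme, pH 7.5 HEPES/EDTA/Tween-20 buffer; 15 min compound preinc., RT. Start: 75uM H3(1-25), 70uM AcCoA, 50uM ThioGlo1. Read Ex340/Em540 at t=0 (autofluorescence flag) and t=20 min.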
An asterisk follows results filed as active; ? = inconclusive; / = no result given; & = joins results of further samples; [ ] = another dose, or the depositor's remark. Calls come from the whole dose curve; as a rule, active = well fitted curve in the direction sought with a large enough effect; inconclusive = small, poorly fitted or top-dose-only effect, or another doubt; inactive = no such curve, though single readings can be large; an effect the other way counts as inactive or inconclusive. % is set by controls: 0 for no effect and ±100 for the full control effect; potency is the fitted concentration of half-maximal effect.

Screens in order: DT40 TDP1 no CPT, TDP1 cell CPT, KAT2A inh
1: COCCCNC(=O)c1ccc(Cn2c(=O)c3ccccc3n(CC(=O)Nc3ccc(C)cc3C)c2=O)cc1
    -2%, -4%, -2%
2: CC(=O)O[C@]1(C(C)=O)CCC2C3C=C(C)C4=CC(=O)CC[C@]4(C)C3CC[C@@]21C (some centres undefined)
    16µM*, 23µM*, -19%
3: O=C(CSc1nnc(-c2ccco2)n1Cc1ccccc1)c1ccc(F)cc1
    ?, -24%, -9%
4: Cc1cccc(C(=O)NNC(=O)c2ccccc2)c1
    1%, 4%, 2%
5: CCOc1ccccc1NC(=O)CSc1nc2cc(O)ccc2c(=O)n1-c1ccc(OC)c(OC)c1
    ?, 18µM*, -1%
6: COc1ccc(C(C)=O)cc1COC(=O)c1cccc(N(C)C)c1
    -8%, ?, -7%
7: O=C(NCC1CCCO1)c1nn2c(C(F)(F)F)cc(-c3ccc(Br)o3)nc2c1Br (centres undefined)
    ?, ?, 1%
8: COc1ccc(C)cc1N(CC(=O)N1CCOCC1)S(C)(=O)=O
    7%, 9%, ?
9: Oc1ccc2oc3c(c2c1C=NCc1ccncc1)CCCC3
    -25%, -24%, -10%
10: Cn1c(Cn2nnc3ccccc32)nnc1SCC(=O)N1CCc2ccccc21
    -21%, -25%, -4%
11: O=C(NCc1cccc(Cl)c1)C1CCC(=O)N(CCN2CCOCC2)C1 (centres undefined)
    -1%, 9%, -1%
12: O=C(CN1CCN(Cc2ccccc2)CC1)Nc1cccc(Cl)c1Cl
    21µM*, ?, /
13: COc1cccc(N2CCN(S(=O)(=O)c3ccc4nc(-c5ccccc5)[nH]c4c3)CC2)c1
    ?, -23%, -16%
14: CCOC(=O)[C@H]1[C@H]2COc3ccccc3[C@@H]2N2C(=O)c3cc(OC)ccc3NC(=O)[C@@]12C
    -24%, -25%, 2%
15: CN(C)c1ccc(N=Nc2ccc(/C=C/c3ccnc4ccccc34)cc2)cc1
    18µM*, ?, /
16: COc1ccccc1OC(C)C(=O)NCC1(N2CCOCC2)CCCCC1 (centres undefined)
    18µM*, 23µM*, -7%
17: Cn1nccc1C(=O)Nc1cc(Cl)ccc1Cl
    -1%, -13%, /
18: COc1ccccc1N1CCN(C(=O)c2ccc3c(c2)CCN3S(=O)(=O)c2ccccc2)CC1
    2.9µM*, 8.2µM*, -10%&-11%
19: CCOC(=O)c1[nH]c2ccccc2c1NC(=O)c1ccc(S(=O)(=O)N2CCCCC2)cc1
    23µM*, ?, 1%
20: COC(=O)CCSc1nc2sc3c(c2c(=O)n1Cc1ccccc1)CCC(C(C)(C)C)C3 (centres undefined)
    ?, ?, -4%
21: C/C(Cc1ccccc1)=N\NC(=O)c1cc(C(C)(C)C)[nH]n1
    -21%, 6%, 2%
22: Oc1cc2ccccc2cc1-c1n[nH]c(=S)n1Cc1ccco1
    4%, -23%, 3%
23: S=C(NC1CCCCC1)N1CCc2[nH]c3ccccc3c2C1
    -19%, 0%, -2%
24: CC(C)Cc1nn2cc(-c3cccc(Br)c3)nc2s1
    -28%, ?, -11%
25: CC(C)c1ccccc1NC(=O)COC(=O)Cc1ccsc1
    -14%, -6%, 3%
26: Cc1ccc(-c2cc(C(=O)OCC(=O)Nc3ncc(C(F)(F)F)cc3Cl)c3ccccc3n2)cc1
    ?, 15µM*, 22%
27: O=C(O)CSCc1cn2cc(Cl)ccc2n1
    -22%, 8%, -9%[0.501 µM]
28: O=C(Cc1ccccc1)c1ccc2c(c1)OCCO2
    -4%, 1%, 3%
29: CCOC(=O)C1C(=O)NC(SCC(=O)OC)=C(C#N)C1c1ccccc1OCC (centres undefined)
    -11%, -5%, /
30: COc1ccc(-c2c(C)cc3oc(=O)cc(-c4ccccc4)c3c2C)cc1OC
    23µM*, ?, -9%
31: Cc1ccc(C(=O)Nc2ccccc2N2CCOCC2)cc1S(=O)(=O)N1CCOCC1
    -28%, ?, -8%
32: Cc1ccc(C(=O)NNC(=O)C2CCCN(c3ncccn3)C2)cc1 (centres undefined)
    2%, -2%, 5%
33: Cc1ccc(C(=O)Nc2ccc3c(c2)C(=O)N(C)C3=O)c(C)c1
    -12%, -2%, ?
34: OC(COc1ccc(CN2CCSCC2)cc1)CN1CCCCC1 (centres undefined)
    -22%, ?, -11%
35: CCOc1cc(S(=O)(=O)N(Cc2ccccc2)Cc2ccccc2)c(OCC)cc1-n1cnnn1
    -17%, ?, -1%
36: COC(=O)CC1Oc2ccc(C)cc2NC1=O (centres undefined)
    5%, -2%, -10%
37: COC(=O)c1ccc(CS(=O)(=O)c2ccc(C)cc2)o1
    8%, ?, -19%
38: O=c1cc(-c2ccc([N+](=O)[O-])cc2)c2ccc(O)cc2o1
    -25%, ?, -8%
39: CC(=O)c1c(OC(=O)c2cccc(Cl)c2)c2ccccc2n1C
    ?, ?, ?
40: COc1ccc(Cl)cc1NC(=O)CSc1cn(CC(=O)N2CCCCCC2)c2ccccc12
    12µM*, 13µM*, -22%
41: Cc1csc(Sc2ccc(S(=O)(=O)N3CCCC3)cn2)n1
    -19%, 2%, -3%
42: O=C(C1CCCN1S(=O)(=O)c1cccc2cccnc12)N1CCc2ccccc2C1 (centres undefined)
    ?, -26%, -4%
43: O=C(c1ccc(S(=O)(=O)N2CCOCC2)cc1)N1CCOCC1
    7%, -15%, 41%[activator]
44: Cc1cc(C)nc(-n2nc(C)cc2NC(=O)c2ccc(F)cc2F)n1
    6.5µM*, 4.1µM*, 0%
45: Cc1cc(C)cc(C(=O)NCC(=O)N2CCN(c3cccc(Cl)c3)CC2)c1
    ?, ?, -6%
46: COCC(=O)N(Cc1cc2cc(C)ccc2[nH]c1=O)c1ccc(C)c(C)c1
    ?, ?, -14%
47: COc1ccc(-c2nn(-c3ccc(F)cc3)c3c2cnc2cc4c(cc23)OCO4)cc1
    2%, -18%, 1%
48: Cn1nnnc1SCC(=O)N1CCc2ccccc21
    12%, -9%, -18%
49: NS(=O)(=O)c1ccc(CCNC(=O)CN2CCN(Cc3cccc(C(F)(F)F)c3)CC2)cc1
    23µM*, 23µM*, 2%
50: CC1(C)NC(=O)N(CC(=O)OCC(=O)Nc2sccc2C#N)C1=O
    13%, -4%, -10%
51: O=C1CC(c2ccccc2)=Nc2ccccc2N1Cc1ccccc1
    -28%, -8%, -6%
52: N[C@H](C(=O)O)[C@@H](O)c1ccc(O)c(O)c1
    -11%, ?, /
53: C#CCOCCOCCOCCNc1nc(N2CCN(C(=O)[C@H](Cc3ccc(O)cc3)n3cc([C@@H](N)C(C)CC)nn3)CC2)nc(N2CCN(C(=O)[C@H](Cc3cc4ccccc4[nH]3)n3cc([C@@H](N)C(C)CC)nn3)CC2)n1 (some centres undefined)
    -1%, -26%, 2%
54: O=C(NCCc1ccc(Cl)cc1)c1ccc(CNc2c(N3CCOCC3)c(=O)c2=O)cc1
    2%, -1%, -17%
55: COc1ccccc1Cc1nc2ccccc2nc1SCC(=O)N1CCC(C)CC1
    9.2µM*, 16µM*, -10%
56: CC(C)(O)C#Cc1ccc(CN2CCN(Cc3ccccc3)C(CCO)C2)cc1 (centres undefined)
    ?, ?, 1%
57: CN(C)c1ccc(CN(C(=O)/C=C/c2ccccc2Cl)C2CCS(=O)(=O)C2)cc1 (centres undefined)
    21µM*, ?, -7%
58: CC(C)(C)OC(=O)COc1ccc(/C=N/NC(=O)CN2CCCCC2)cc1
    12%, 5%, 2%
59: CCN(C(=O)c1cn(CC)c(=O)c2cc(OC)c(OC)cc12)c1ccc(C)c(C)c1
    ?, 23µM*, -1%
60: NC(=O)C1(N2CCCCC2)CCN(S(=O)(=O)c2cc(Cl)ccc2Cl)CC1
    -8%, -20%, -9%

(continued)
Screens in order: DT40 TDP1 no CPT, TDP1 cell CPT, KAT2A inh
61: CCN(CC)CCN(C(=O)c1ccc2c(c1)CCCC2)c1nc2ccc(F)cc2s1
    ?, ?, -7%
62: N#Cc1cccc(NC(=O)c2cc3c(s2)-c2ccc(Cl)cc2SC3)c1
    23µM*, 26µM*, -15%
63: CSc1nc(N(C)C)nc(N(C)C#N)n1
    -16%, 1%, -6%
64: NS(=O)(=O)c1ccc(CCNS(=O)(=O)c2ccccc2)cc1
    -11%, -4%, -12%
65: Cc1cnc(NC(=O)Nc2ccc(OCc3ccccc3)cc2)c(Br)c1
    16µM*, ?, 1%
66: COc1ccccc1-n1ccnc1SCC(=O)NC(C)(C)C
    -15%, -8%, 3%
67: CCc1ccc(CNC(=O)CN2C(=O)C3CCCCN3c3ccc(C(=O)N4CCCC4)cc32)cc1 (centres undefined)
    ?, ?, -1%
68: Cc1ccc(SCCC(=O)OC(C(=O)NC(N)=O)C(C)C)cc1 (centres undefined)
    16µM*, 16µM*, -5%
69: Cc1nc(CNS(=O)(=O)c2ccc3ccccc3c2)cs1
    ?, -28%, -20%
70: CCC(CC)c1nnc(NC(=O)CN2C(=O)NC3(CCCC3)C2=O)s1
    -1%, -4%, -3%
71: CCOc1ccc(CCNC(=O)CS(=O)(=O)Cc2nc(-c3ccccc3F)oc2C)cc1
    12µM*, ?, -9%
72: CCN(CC)C(=O)CSc1nc2c(sc(=S)n2CC)c(=O)n1-c1ccccc1
    -30%, -18%, -3%
73: Cc1cc(C)cc(N(C(=O)c2csnn2)C(C(=O)NC2CCCCC2)c2ccccn2)c1 (centres undefined)
    ?, -19%, -3%
74: CCC(=O)c1c(CC)c2n3c1CC[C@H]3CCC2
    -21%, -13%, 0%
75: Cc1ccc(C(C(=O)NC2CCCC2)N(C(=O)Cc2cccs2)c2cccc(C)c2C)o1 (centres undefined)
    16µM*, 21µM*, 0%
76: COCCNc1nc2cc(-c3ccsc3)sc2c(=O)n1C
    -40%, ?, /
77: CCOc1ccc(CCNC(=O)C2CCC(CNS(=O)(=O)c3ccc(Cl)cc3)CC2)cc1OCC (centres undefined)
    ?, ?, -2%
78: O=C(O)C1C2CC(C(Br)C2Br)C1C(=O)O (centres undefined)
    4%, 8%, /
79: CS(=O)(=O)Nc1cccc(C2=NN(C(=O)CCCC(=O)O)C(c3cccs3)C2)c1 (centres undefined)
    -3%, 7%, 10%
80: C=CCOc1ccc(CNn2cn[nH]c2=S)cc1OCC
    0%, 2%, -10%
81: Cc1ccc(Cl)cc1N1CCN(C(=O)C(C)n2ncn3cccc3c2=O)CC1 (centres undefined)
    23µM*, 18µM*, ?
82: Cc1ccc(N2CCN(S(=O)(=O)c3ccc(F)c(C(=O)Nc4ccc(Cl)cc4Cl)c3)CC2C)cc1 (centres undefined)
    ?, ?, -6%
83: CSc1nnc(SCc2nc3sc(C(=O)O)c(C)c3c(=O)[nH]2)s1
    13%, 0%, -21%
84: Cc1ccccc1-n1c(C)nnc1SC(C)C(=O)NCC1CCCO1 (centres undefined)
    6%, -14%, 4%
85: c1ccc2c(c1)OCC(c1csc3ncnc(N4CCCCC4)c13)O2 (centres undefined)
    ?, ?, -7%
86: CCOc1ccc2nc(SCC3CC3(Cl)Cl)[nH]c2c1 (centres undefined)
    18µM*, ?, -4%
87: COc1ccc(-c2noc(N3CCC(C(=O)Nc4ccccc4F)CC3)n2)cc1
    -4%, -16%, ?
88: O=C(Cn1cc(C(=O)C(F)(F)F)c2ccccc21)N1CCOCC1
    21%, 0%, -13%
89: CC1Cc2ccccc2N1C(=O)CN1C(=O)NC(C)(c2ccc3c(c2)OCCO3)C1=O (centres undefined)
    ?, ?, -23%

Shown screen by screen: 5 of the compounds above
81	Cc1ccc(Cl)cc1N1CCN(C(=O)C(C)n2ncn3cccc3c2=O)CC1 (centres undefined)
68	Cc1ccc(SCCC(=O)OC(C(=O)NC(N)=O)C(C)C)cc1 (centres undefined)
83	CSc1nnc(SCc2nc3sc(C(=O)O)c(C)c3c(=O)[nH]2)s1
89	CC1Cc2ccccc2N1C(=O)CN1C(=O)NC(C)(c2ccc3c(c2)OCCO3)C1=O (centres undefined)
78	O=C(O)C1C2CC(C(Br)C2Br)C1C(=O)O (centres undefined)

| assay / entry | 81 | 68 | 83 | 89 | 78 |
| --- | --- | --- | --- | --- | --- |
| DT40 TDP1 no CPT | 23µM* | 16µM* | 13% | ? | 4% |
| TDP1 cell CPT | 18µM* | 16µM* | 0% | ? | 8% |
| KAT2A inh | ? | -5% | -21% | -23% | / |

Another view of some results above:
cpd | smiles | DT40 TDP1 no CPT | TDP1 cell CPT | KAT2A inh
61 | CCN(CC)CCN(C(=O)c1ccc2c(c1)CCCC2)c1nc2ccc(F)cc2s1 | ? | ? | -7%
70 | CCC(CC)c1nnc(NC(=O)CN2C(=O)NC3(CCCC3)C2=O)s1 | -1% | -4% | -3%

Compound activity deposited in PubChem by National Center for Advancing Translational Sciences (NCATS).

Some of the compounds tested; rates above refer to the full screens.
